# NPY1 pot ag: potentiates or activates human NPY-Y1 receptor | P25929 | NPY-Y1 expressing cells, potentiator/agonist activation | activation, % at 3.6 µM | 220,000 compounds, 0.37% hits | AID 1304; in the data active = activation above about 33%, passing the limit was not always enough;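 also: cells stimulated with NPY at EC10 then isoproterenol at EC100; 0% = low agonist plus stimulus and 100% = saturating agonist plus stimulus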
# NPY2 pot ag: human NPY-Y2 potentiation or agonism, primary screen | AID 1359 | P49146 | activation, % at 3.6 µM | 220,000 compounds, 0.45% hits | cells expressing NPY-Y2, potentiator/agonist read-out; in the data active = activation above about 27%;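 also: cells stimulated with NPY near EC25 plus isoproterenol at EC100; 0% = vehicle plus submaximal agonist and 100% = vehicle plus saturating agonist; some results beyond the cut were filed as inactive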
# Target sequence (P49146 whole entry, looked up): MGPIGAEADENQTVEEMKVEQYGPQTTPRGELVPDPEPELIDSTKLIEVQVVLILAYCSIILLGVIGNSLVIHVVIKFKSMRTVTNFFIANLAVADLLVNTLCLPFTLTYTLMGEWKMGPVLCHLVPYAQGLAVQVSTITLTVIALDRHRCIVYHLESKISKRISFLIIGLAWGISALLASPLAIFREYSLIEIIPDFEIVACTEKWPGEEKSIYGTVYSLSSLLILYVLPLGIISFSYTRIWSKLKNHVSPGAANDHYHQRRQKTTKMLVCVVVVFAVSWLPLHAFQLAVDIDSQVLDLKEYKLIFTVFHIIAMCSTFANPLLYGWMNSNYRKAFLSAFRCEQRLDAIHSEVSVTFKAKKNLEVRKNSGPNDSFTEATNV
# zfTRPN1 agonist: agonists of zebrafish TRPN1 channel. HEK293 zebrafish TRPN1-YFP, Fluo-8 calcium fluorescence; 100% = response to 87 µM carbachol. activation, % at 3 µM. 220,000 compounds, 0.18% hits. AID 1424;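 active = activation above its plate's cutoff, the mean activation of test wells on that plate plus 3 SD, cut at about 19% in these data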;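 also: 0% = DMSO alone and 100% = 87 µM carbachol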
#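 Control set: carbachol 87 µM as high control, DMSO as low control; system: HEK293 stable line with zebrafish TRPN1-YFP; read-out: % activation versus carbachol response; detection: intracellular calcium fluorescence with Fluo-8; doses: single test compound dose, 3 µM nominal, 0.3% DMSO; schedule: dye 1 h 37 °C plus 30 min RT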
# NPY-Y1 antag: NPY-Y1 (human) receptor antagonism. inhibition, % at 3.6 µM. P25929. 200,000 compounds, 1% hits. AID 1040. HEK293-CNG Y1 cells, membrane potential fluorescence; NPY at EC95, then isoproterenol;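 active = inhibition above the campaign mean inhibition of all tested compounds plus 3 SD, cut at about 20% in these data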;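 also: 0% = DMSO wells given NPY plus isoproterenol and 100% = isoproterenol alone without NPY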
#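 Benchmarks – high control isoproterenol alone, low control NPY with isoproterenol · Material – HEK293 Y1/CNG channel cell line · Times – dye 3 h, compound 60 min room temperature, stimulation 45 min · Probe or stimulus – NPY (25 nM), isoproterenol (1 µM), Ro 20-1724 (25 µM) · Evaluation – % inhibition of NPY effect · Signal – fluorescence, membrane potential probe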
# S1P4 agonist: human S1P4 receptor agonism; O95977; S1P4-expressing cell line, agonist reporter assay; activation, % at 4.98 µM; 220,000 compounds, 0.35% hits; AID 1509; in the data active = activation above about 11%;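 also: 0% = DMSO vehicle and 100% = reference agonist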
# S1P4 antagonist: human S1P4 receptor antagonism; O95977; S1P4-expressing cells, antagonist mode, reporter read-out; inhibition, % at 4.98 µM; 220,000 compounds, 0.26% hits; in the data active = inhibition above about 29%;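 also: 0% = wells stimulated with agonist and 100% = vehicle wells without agonist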
# CHOP inhibitor: inhibitors of CHOP induction in ER stress response | CHO-K1 CHOP-promoter luciferase, tunicamycin-induced, 15-18 h | inhibition, % at 10 µM | 220,000 compounds, 3.8% hits | AID 2732;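 active = compounds that reduced the stress-induced luciferase reporter signal by more than about 70% of percent inhibition, limit read from the data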;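 also: 0% = tunicamycin plus vehicle and 100% = wells without tunicamycin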
# TRPML3 ag: human mucolipin-3 channel agonism | AID 1448 | Q8TDD5 | HEK293 TRPML3-YFP, Fluo-8 calcium fluorescence; 100% = the carbachol control signal | 220,000 compounds, 0.29% hits | activation, % at 3 µM;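 active = activation above its plate's cutoff, the mean activation of the plate's test wells plus 3 SD, cut at about 12% in these data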;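 also: 0% = DMSO only wells and 100% = carbachol wells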
#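 Test system: TRPML3-YFP stable HEK293 cells. Doses: single point at 3 µM. Incubation: dye loading 1 h 37 °C then 30 min ambient, 125 s read. Signal: Fluo-8 calcium dye fluorescence, ex 470-495, em 515-575 nm. Measure: percent activation from peak-to-basal fluorescence ratio, scaled between DMSO and carbachol.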
# EP2 mod: modulates human prostaglandin E2 receptor EP2 signaling. 260,000 compounds, 0.83% hits. AID 940. induction, % at 25 µM. P43116. EP2-expressing cells, cAMP HTRF FRET, PGE2 co-stimulation;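 active = compounds whose cAMP rise, as percent of the full-agonist control response, exceeds 60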;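 also: rat C6 glioma line stably carrying human EP2 under a CMV promoter; the protocol text gives 20 µM as final concentration; 100% = response of wells given 1 µM PGE2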
# Target sequence (P43116 whole entry, looked up): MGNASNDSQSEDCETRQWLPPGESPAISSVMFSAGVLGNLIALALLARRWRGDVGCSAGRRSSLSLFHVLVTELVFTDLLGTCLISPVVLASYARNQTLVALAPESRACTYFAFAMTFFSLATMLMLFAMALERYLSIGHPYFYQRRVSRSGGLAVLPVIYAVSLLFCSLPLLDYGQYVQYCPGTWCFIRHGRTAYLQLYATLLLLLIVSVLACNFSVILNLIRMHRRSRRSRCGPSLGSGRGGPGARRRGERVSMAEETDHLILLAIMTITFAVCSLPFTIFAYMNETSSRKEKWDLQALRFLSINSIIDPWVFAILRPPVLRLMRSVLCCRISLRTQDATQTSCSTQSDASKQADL
# * hit, by the source's call; / = not tested or not shown; & = joins results of further samples. Rows are unselected. About 6.5% of those tested had a hit in this group.
compound	NPY1 pot ag	NPY2 pot ag	zfTRPN1 agonist	NPY-Y1 antag	S1P4 agonist	S1P4 antagonist	CHOP inhibitor	TRPML3 ag	EP2 mod
O=C(O)c1ccccc1-c1ccccc1C(=O)Nc1nccs1	-12	-1	0.4	2	3.0	11	-16	1.2	27
Cc1c(S(=O)(=O)Nc2cc(Cl)ccc2Cl)c(=O)n(C)c(=O)n1C	-7	-19	0.4	-4	0.2	-4	1	0.3	-5
Cc1ccc(OCC(=O)Nc2cc(C)on2)c([N+](=O)[O-])n1	21	-2	0.7	1	0.0	-3	5	0.8	8
Cc1cc(C(=O)CSc2nnnn2-c2ccc(Cl)cc2)c(C)n1CC1CCCO1 (stereo not drawn)	-17	-22	-1.1	5	0.0	-1	17	1.4	25
CC1(C)CC(=O)C(Sc2ccc(Br)cc2)=C(O)C1	17	6	0.0	-5	1.7	-12	0	0.2	26
O=C1N/C(=N/N=C/c2ccc(O)cc2)SC1Cc1ccccc1 (stereo not drawn)	16	-7	-0.4	/	3.4	-15	18	-0.3	-1
N#Cc1cccnc1N1CCC(C(N)=O)CC1	10	8	1.5	/	2.1	-13	7	0.5	15
Clc1ccc(-c2csc(N/N=C/c3cccnc3)n2)c(Cl)c1	11	6	0.7	0	2.6	-22	98*	0.9	-43
COC(=O)Cn1cnc2sc(C)c(S(=O)(=O)N3CCN(c4ccccc4OC)CC3)c2c1=O	-3	3	0.5	-8	-1.8	12	46	0.4	7
CCNS(=O)(=O)c1ccc(NC(=O)c2ccccc2SCCOC)cc1	-16	-5	0.1	9	-1.2	1	19	0.1	-25
Cc1cc(-c2n[nH]c(=S)n2/N=C/c2sccc2C)n[nH]1	12	5	0.0	0	5.4	-9	-5	0.6	-10
COc1ccc(S(=O)(=O)Nc2ccc(N3CCOCC3)cc2)cc1Br	14	-6	0.5	4	1.7	0	23	0.0	-18
COc1ccc(C(=O)N2CCN(c3ccccn3)CC2)cc1[N+](=O)[O-]	4	6	2.8	0	-0.9	-10	-14	0.8	1
O=C(O)/C=C/C(=O)OC1CC2CCC1C2 (stereo not drawn)	-11	-22	0.8	/	0.4	2	17	0.4	4
COC(=O)CN1C(=O)N/C(=C/c2cc(OC)c(OC)cc2C)C1=O	-7	-13	1.4	-1	5.0	-3	5	0.5	18
CCN(CC)CCN1C(=O)C(=O)/C(=C(/O)c2cnn(-c3ccccc3)c2C)C1c1ccc(C)o1 (stereo not drawn)	-25	-7	1.7	5	-1.0	-13	-5	0.6	9
Cc1ccc(Cn2nc(C)c(NC(=O)C3CC3)c2C)cc1	2	0	-1.1	-5	-2.0	1	-3	1.1	13
CCCCN(C)C(=O)c1nc2ccccn2c1CN1CCN(c2ncccn2)CC1	-8	0	-0.3	7	-0.5	7	-9	0.3	-6
Cc1cc(C)c(Cn2cnc3ccccc32)c(C)c1	6	-12	-2.4	4	0.9	4	11	-0.1	40
CC(=O)Nc1nc(C)cs1	1	3	1.4	2	2.8	-1	0	1.3	32
Cc1sc2ccc3sccc3c2[n+]1C	-10	-1	-0.2	-1	-0.6	25	24	1.8	10
CC1CCC2(CC1)NC(=O)N(CC(=O)Nc1sc3c(c1C(N)=O)CCC3)C2=O (stereo not drawn)	5	0	0.3	2	0.6	-5	25	0.9	-1
Cc1ccc(Nc2ncnc3sc(C)c(C)c23)cc1	-31	1	-1.6	5	1.4	-8	14	0.2	32
Cc1cc(/C=C2/C(=O)NN(c3ccccc3)C2=O)c(C)n1-c1ccc(O)cc1	10	1	0.9	-2	3.0	-7	21	0.5	-27
O=C(O)CSc1ncnc2scc(-c3ccc(Br)cc3)c12	-9	-31	1.9	/	0.1	4	1	0.4	10
COCCN1Cc2cccc(C(=O)NCc3ccc4c(c3)OCO4)c2C1=O	-23	-8	0.2	2	2.7	5	27	-0.1	28
Cc1ccnc(NS(=O)(=O)c2ccc(NC(=O)c3cncc(Br)c3)cc2)n1	-1	-14	3.1	-4	0.1	-12	-7	-0.4	4
Cn1cccc1-c1nc2ccc(NC(=O)c3ccco3)cc2[nH]1	-26	-6	0.3	9	-1.4	-5	-1	0.5	-17
CC(C)c1ccc(OCC(=O)Nc2ccc(OC(F)(F)F)cc2)cc1	-15	8	-1.0	9	2.1	-25	19	0.7	13
CN1C(=O)C2(C(C#N)=C(N)Oc3n[nH]c(-c4ccc(Cl)cc4)c32)c2ccccc21 (stereo not drawn)	40*	43*	0.1	-9	0.7	-5	67	0.1	26
Cc1cc(C)nc(NCC(O)CNc2ccccc2Cl)n1 (stereo not drawn)	10	26	2.2	10	2.1	-24	13	1.4	12&-32
COc1cccc(NC(=O)CSc2nc3ccsc3c(=O)n2-c2ccc(C(=O)O)cc2)c1	-2	1	0.2	-3	-0.4	-20	18	0.6	10
CCC(C)NC(=O)c1cn(CC)c2cc(N3CCN(C)CC3)c(F)cc2c1=O (stereo not drawn)	13	-16	1.9	/	0.0	-14	0	1.1	-25
CN(C(=O)/C=C/c1ccc2c(c1)OCO2)c1ccccc1	4	-12	-0.8	8	0.1	16	10	0.3	31
O=C1C(=O)N(Cc2cccc([N+](=O)[O-])c2)c2ccccc21	12	0	0.7	2	0.7	-12	-14	1.1	26
COc1ccc(C(=O)N(CN2CCCC2=O)c2cc(C)on2)cc1OC	9	10	0.2	0	0.7	5	1	-0.5	2
COc1ccc(-c2cc(-c3cccs3)c(C#N)c(SCC(=O)NCc3ccco3)n2)cc1	9	-4	-1.0	3	0.6	-29	/	-0.9	25
CC(C)c1nnc(NC(=O)C2CCCCC2)s1	28	-5	-0.4	4	4.3	-27	15	-0.1	31
CC1(C)Cc2ccccc2-c2nc3n(c(=O)c21)CCS3	9	3	-0.1	-3	-1.1	-3	47	0.3	74*
O=C(Nc1ccc2nc(-c3ccccn3)c(-c3ccccn3)nc2c1)N1CCOCC1	8	7	1.8	-4	1.6	5	9	0.2	-9
CCC(C)(C)n1nnnc1CN1CCc2ccccc21	-4	-2	-0.1	2	0.9	2	1	0.9	24
O=C(CN1CCN(Cc2ccccc2Cl)C1=O)NCc1cccnc1	11	0	1.6	/	-0.8	0	-7	0.9	-16
Cc1nc(NC(=O)c2cccs2)ccc1Br	-2	-2	-1.3	3	-2.2	1	-6	1.0	-23
Cn1c(N)c(C(=O)COC(=O)C2=COCCO2)c(=O)n(C)c1=O	16	-6	2.8	1	-0.8	1	30	0.6	-6
CNc1nc2c(c(=O)n(C)c(=O)n2C)n1Cc1ccccc1	-2	5	1.9	-5	-2.6	-8	/	1.9	15&-16
N#Cc1c(-c2ccc(C(F)(F)F)cc2)cc(-c2ccccc2)[nH]c1=S	-3	12	-0.5	-1	1.5	-18	43	0.5	-35
CN(C)CCCN(C(=O)CCOc1ccccc1)c1nc2ccc(F)cc2s1	-2	-4	0.5	-3	-0.2	-2	52	1.6	-52
O=C(OCc1cc2ccccc2[nH]c1=O)c1ccc([N+](=O)[O-])cc1	11	-9	0.9	/	-0.2	-14	-3	0.0	-12
Cc1ccc(C2CC(=O)NC(SCC(N)=O)=C2C#N)s1 (stereo not drawn)	7	-10	2.4	0	-0.2	-12	-1	0.6	-10
CCC(=O)N1CCN(c2ccc(NC(=O)c3ccc(C#N)cc3F)cc2Cl)CC1	-1	-1	-1.0	2	0.8	-22	23	0.7	-41

# 3 entries already listed, ordered by their value in NPY-Y1 antag, lowest first:
SMILES,NPY-Y1 antag
COc1cccc(NC(=O)CSc2nc3ccsc3c(=O)n2-c2ccc(C(=O)O)cc2)c1,-3
COc1ccc(C(=O)N(CN2CCCC2=O)c2cc(C)on2)cc1OC,0
O=C1C(=O)N(Cc2cccc([N+](=O)[O-])c2)c2ccccc21,2

# (listing goes on)
compound	NPY1 pot ag	NPY2 pot ag	zfTRPN1 agonist	NPY-Y1 antag	S1P4 agonist	S1P4 antagonist	CHOP inhibitor	TRPML3 ag	EP2 mod
COc1ccc(N=Cc2cc3c(cc2O)OC(N)=C(C#N)C3c2ccccc2)cc1 (stereo not drawn)	33	21	-0.8	-5	-0.4	-3	80*	0.5	47
O=C(CCC(=O)c1cccs1)NC(c1ccccc1)c1ccccc1	14	-3	-1.5	6	-1.1	8	-12	-1.2	28
CCC(C)(C)NC(=O)C(c1ccccc1)N(C(=O)c1csnn1)C1CC1 (stereo not drawn)	-16	8	-1.3	4	-2.9	-20	26	0.2	20
CC1Oc2ccccc2N(CC(=O)N(Cc2ccccc2)Cc2ccccn2)C1=O (stereo not drawn)	-20	-6	0.5	9	-0.1	5	-9	0.3	-2
CCCn1c(/C=N/Nc2nc3ccccc3[nH]2)nc2ccccc21	14	9	0.0	-5	2.8	-32	45	-0.2	-58
O=C(CC(NC(=O)OCc1ccccc1)C(=O)O)OCc1ccccc1 (stereo not drawn)	-21	-14	0.8	10	1.8	6	9	0.0	10
Cc1cccc(-n2cc(-c3ccccc3)c3c(NN4CCOCC4)ncnc32)c1	-3	4	8.0	3	2.6	-2	16	3.8	8
CC(C)CN(C(=O)CCc1ccccc1)c1c(N)n(CC(C)C)c(=O)[nH]c1=O	7	-1	-0.1	10	0.0	-5	12	0.9	34
CN1CCc2c(sc(N)c2C(=O)O)C1	-3	0	1.5	2	2.0	-4	16	0.8	8
CCC(C)[C@H](NC(=O)Nc1cccc(Br)c1)C(=O)OC (stereo partly drawn)	26	5	-1.4	-2	0.3	-3	3	0.0	6
COc1ccc(-c2[nH]ncc2-c2cnn(-c3ccccc3)c2)c(O)c1	2	11	-2.1	3	0.8	-10	28	-1.4	-18
O=C(Nc1nc(-c2cccs2)cs1)c1ccc(Cl)s1	12	-6	1.4	7	0.0	1	1	0.4	-3
COc1ccc(N(CC(=O)NC(C)C)S(=O)(=O)c2ccc(NC(C)=O)cc2)cc1	-7	-9	0.7	3	-0.9	1	6	0.4	22
Cc1cccc(-n2cnc(C(=O)NC3CCCCCC3)c2)n1	6	1	0.0	-1	0.6	-12	-15	0.3	-23
CCCc1cc(=O)n2[nH]c(NCc3c(Cl)cccc3Cl)nc2n1	24	11	0.7	-3	0.3	-2	0	0.5	14
COc1ccccc1NC(=O)c1cc2ccccc2nc1C	-17	-7	-0.8	8	0.9	-17	5	1.0	19
Cc1cc(/C=C(\C#N)C(=O)NC2CCCCCC2)c(C)n1C	-16	8	0.1	6	6.2	-40	14	0.9	-6
CCCCn1c(N)c(NCCC(C)C)c(=O)[nH]c1=O	-8	-1	-1.1	0	-1.5	-10	-5	-0.6	26
